M1 PAM parental – nonselective calcium activators in parental CHO-K1 cells, primary screen, counter-screen for M1 PAM project, cell-based, Fluo-8 calcium fluorescence, full deck, 1536-well; activation, % at 3 µM; ATP EC20; 0% at ATP EC20, 100% at ATP max; AID 602247, 2012; 0.02% of 360,000 active;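 active means activation above the run cutoff, the mean activation of all test compounds plus 3 SD, cut at about 40% in these data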;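 further: peak over basal fluorescence ratio in a 140 s read after ATP addition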
TAAR1 antag – human TAAR1 antagonists, primary screen, Fluo-8 calcium fluorescence, CHO RD-HGA16 cells | inhibition, % at 3 µM | 1.5% of 360,000 active | Trace amine-associated receptor 1 (Homo sapiens), Q96RJ0 | antagonist | AID 624466, 2012;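 active means inhibition above a per-plate cutoff, the mean inhibition of test compounds on that plate plus 3 SD, cut at about 49% in these data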;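 further: 0% = DMSO plus EC80 beta-PEA response and 100% = DMSO alone without agonist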
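System: CHO RD-HGA16 cells bearing hTAAR1. Reagent: EC80 β-phenethylamine stimulus. Schedule: seeding 17-24 h prior, 75-min 37 °C, 30-min RT dye loading. Signal: Fluo-8 intracellular calcium dye fluorescence, real-time kinetic reads. Read-out: % inhibition from peak post-agonist over basal fluorescence ratio. Benchmarks: vehicle wells and EC80 agonist wells. Replicates: n of 1.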
GPR7 antagonist – GPR7 receptor antagonists, primary screen, cell-based, fluorescence, single concentration; Neuropeptides B/W receptor type 1 (Homo sapiens), P48145; GPR7-expressing cells, fluorescence antagonist assay; inhibition, % at 4.4 µM; 1.1% of 290,000 active; AID 1861, 2009; in the data active means inhibition above about 16%, passing the limit was not always enough;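 further: cells stimulated with the agonist NPW; 0% = agonist with vehicle and 100% = vehicle without agonist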
Target sequence (P48145 whole entry, looked up): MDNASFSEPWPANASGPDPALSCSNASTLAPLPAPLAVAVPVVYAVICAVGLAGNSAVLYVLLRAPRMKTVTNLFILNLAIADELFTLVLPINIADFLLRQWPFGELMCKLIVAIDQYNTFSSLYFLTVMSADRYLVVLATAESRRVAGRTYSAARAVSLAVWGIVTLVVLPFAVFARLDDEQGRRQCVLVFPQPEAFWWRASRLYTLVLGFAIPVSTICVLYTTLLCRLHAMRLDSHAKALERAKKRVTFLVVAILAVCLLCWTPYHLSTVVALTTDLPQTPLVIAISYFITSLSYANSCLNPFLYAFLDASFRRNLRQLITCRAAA
OXTR agonist – human OXTR agonists, primary screen, fluorescence, CHO-OTR cells, Fluo-8 calcium. Oxytocin receptor (Homo sapiens), P30559. Fluo-8 calcium fluorescence; normalized: DMSO 0%, oxytocin 100%. activation, % at 3 µM. 0.32% of 320,000 active;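 active means activation above the mean of all tested compounds plus 3 SD, cutoff set per screening run, cut at about 20% in these data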;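 further: peak over basal fluorescence ratio from a 100 s FLIPR kinetic read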
CHO-K1 Ca ag – counter-screen for M1 agonists: effect in parental CHO-K1 cells; activation, % at 3 µM; 0.48% of 360,000 active; AID 602248, 2012; Fluo-8 calcium fluorescence; scaled to maximal ATP response, vehicle zero; in the data active means activation above about 15%;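 further: untransfected CHO-K1 host cells lacking M1 receptor as counterscreen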
CHO-K1 Ca antag – M1 antagonist counterscreen hit in parental CHO-K1 cells; ATP-induced calcium, Fluo-8 fluorescence; inhibition, % at 3 µM; 0.6% of 360,000 active;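 active means inhibition above a per-plate cutoff, the plate's mean sample inhibition plus 3 SD, cut at about 24% in these data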;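 further: 0% = DMSO plus EC80 ATP and 100% = DMSO alone without ATP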
CHO parental Ca – ATP-evoked calcium signal inhibitors, parental CHO, primary screen, counter-screen for OX1R antagonist project, cell-based, fluorescence, Fluo-8 calcium dye. parental CHO-K1, ATP-induced calcium, Fluo-8 fluorescence. inhibition, % at 5.6 µM. 0.63% of 330,000 active. AID 463079, 2010;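 active means inhibition above that plate's mean sample inhibition plus 3 SD, cut at about 26% in these data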;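 further: 0% = ATP-challenged DMSO wells and 100% = DMSO wells without ATP; some compounds past the cut are filed as inactive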
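Material: parental CHO cells / Compound: single nominal dose of 5.6 µM per compound / Signal: Fluo-8 fluorescence / Replicates: singlicate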
OXTR potentiator – human OXTR potentiators, primary screen, fluorescence, CHO-OTR cells, Fluo-8 calcium | 0.061% of 320,000 active | AID 2445, 2010 | activation, % at 3 µM | Oxytocin receptor (Homo sapiens), P30559 | Fluo-8 calcium fluorescence, potentiator mode; 0% = oxytocin EC15, 100% = EC100;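 active means activation above that plate's cutoff, the mean activation of tested compounds plus 3 SD, cut at about 6.6% in these data, passing the limit was not always enough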;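 further: 100% uses oxytocin at 75 nM as the full agonist control; some results filed as inactive read as strong as hits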
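Dosing: Single dose, 3.0 µM nominal final compound concentration | Material: Human OTR in CHO cells | Technique: Kinetic Fluo-8 calcium fluorescence | Benchmarks: EC15 oxytocin alone as 0%, 75 nM oxytocin as 100% | Probe or stimulus: Oxytocin at about EC15, sub-maximal agonist stimulus | Incubation: Compound 6 min at room temperature before oxytocin, 100 s read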
V1R ag counter – agonists of human V1a receptor, primary screen, counter-screen for OXTR agonist project, fluorescence, CHO-V1R cells. 0.25% of 320,000 active. activation, % at 3 µM. Fluo-8 calcium fluorescence, agonist mode; 0% DMSO, 100% 3 nM vasopressin;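 active means activation above the mean activation of all tested compounds plus 3 SD, per screening run, cut at about 20% in these data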;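 further: signal is peak over basal fluorescence ratio across a 100 second FLIPR read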
Target sequence (P37288 whole entry, looked up): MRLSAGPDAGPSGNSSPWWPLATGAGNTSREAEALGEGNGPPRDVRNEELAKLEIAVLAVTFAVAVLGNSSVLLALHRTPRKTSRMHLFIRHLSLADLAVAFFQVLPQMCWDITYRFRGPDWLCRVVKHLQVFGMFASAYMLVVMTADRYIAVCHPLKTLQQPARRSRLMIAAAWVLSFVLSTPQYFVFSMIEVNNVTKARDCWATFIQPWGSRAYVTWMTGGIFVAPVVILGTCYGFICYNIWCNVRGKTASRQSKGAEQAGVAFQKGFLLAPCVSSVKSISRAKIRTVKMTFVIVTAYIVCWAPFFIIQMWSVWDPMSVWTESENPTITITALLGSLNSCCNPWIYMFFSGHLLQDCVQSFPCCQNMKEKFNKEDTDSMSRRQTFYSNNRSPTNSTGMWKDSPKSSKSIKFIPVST
The depositor's hits bear a star; nt = no result given.

SMILES	M1 PAM parental	TAAR1 antag	GPR7 antagonist	OXTR agonist	CHO-K1 Ca ag	CHO-K1 Ca antag	CHO parental Ca	OXTR potentiator	V1R ag counter
CCC(=O)NCCc1nc2ccccc2n1Cc1ccccc1	-5.0	-19.4	-0.9	-0.5	0.7	15.1	-12.3	-12.6	0.2
CCOc1ccc(CCNC(=O)C2CCN(c3nn4c(=O)cc(C)nc4s3)CC2)cc1OCC	4.9	8.7	0.9	-2.4	-0.3	-7.3	-8.3	0.0	-1.1
CC1(C(=O)N2Cc3ccccc3C2)CCN1C(=O)C1(c2ccc(Cl)cc2)CC1 (stereo not drawn)	11.8	-10.7	nt	nt	1.9	-5.7	nt	nt	nt
COc1ccccc1Nc1ncc(C(=O)N2CCN(Cc3ccc(OC)c(OC)c3OC)CC2)c2ccccc12	13.4	70.7*	-2.0	-2.4	4.8	-1.9	-8.8	-8.9	-1.1
Cc1ccc(N(C(=O)Cn2nnc(-c3ccc(C)o3)n2)C(C(=O)NC2CCCC2)c2ccncc2)cc1 (stereo not drawn)	6.1	0.3	-4.6	-0.3	0.2	5.7	-7.6	-7.0	-0.6
CCCS(=O)(=O)c1c(S(=O)(=O)CCC)c2cnccn2c1C(=O)c1ccc(F)cc1	13.5	-16.4	-8.5	-1.7	0.7	-27.9	-5.1	-2.0	-0.9
CC1CCN(S(=O)(=O)N2CCC(C(=O)NCc3cccs3)CC2)CC1	7.7	nt	-6.8	0.7	1.9	-6.0	-16.6	-7.2	0.5
O=C(CC1SC(N2CCCCC2)=NC1=O)Nc1ccc(C(=O)NCc2ccccc2)cc1 (stereo not drawn)	9.3	-1.4	nt	1.3	0.1	-10.5	-12.8	2.8	1.8
Cc1cc(=O)cc(C)n1-c1ccc(Cl)cc1	-3.2	-21.5	-13.6	0.9	1.5	-8.1	-4.8	0.7	0.6
CC1=CC(=C(C#N)C#N)c2ccccc2N1C	7.4	5.8	-11.1	1.1	-0.3	-7.4	-5.5	-5.0	0.4
CCc1ccc2c(CC(=O)NNC(=O)c3ccncc3)coc2c1	8.7	-11.1	nt	-0.5	-0.4	-8.0	5.6	-2.1	0.3
C#CCOCCOCCOCCNc1nc(N2CCN(C(=O)[C@H]([C@@H](C)CC)n3cc(CCCN=C(N)N)nn3)CC2)nc(N2CCN(C(=O)[C@H](CCCCN)n3cc(CC(C)O)nn3)CC2)n1 (stereo partly drawn)	19.4	-5.1	nt	-0.1	1.6	-17.0	-11.7	-2.2	-0.2
C[C@H](CO)N1C[C@H](C)[C@@H](CN(C)C(=O)Nc2cccc(Oc3ccccn3)c2)OCc2cnnn2CCCC1=O	-0.7	-10.7	nt	nt	-0.3	4.9	nt	nt	nt
O=C(CN1C(=O)COc2ccccc21)Nc1ccc2c(c1)OCCO2	4.9	3.1	-7.1	0.4	0.2	-5.8	-4.7	-1.2	0.3
C#CCNC(=O)c1cccn1-c1ncc(C(F)(F)F)cc1Cl	9.1	-13.6	3.2	0.8	-0.2	-10.4	-11.2	2.0	0.6
CS(=O)(=O)c1ccc(Nc2nc(C(N)Cc3ccccc3)cs2)cc1 (stereo not drawn)	1.8	2.5	nt	nt	0.4	-2.3	nt	nt	nt
COc1cc(NC(=O)CSc2nccc(C)n2)c(C(=O)O)cc1OC	-4.2	11.2	0.7	0.3	-0.1	5.0	5.8	-1.5	-0.6
CCOC(=O)COc1c(C(=O)OC)sc2ncccc12	12.3	-3.8	-4.4	-0.7	1.0	2.7	23.3	-16.2	0.8
O=C1NC(O)CCN1C1CC(O)C(CO)O1 (stereo not drawn)	17.8	-20.0	nt	nt	0.3	-2.4	nt	nt	nt
O=C(COC(=O)[C@H](Cc1ccccc1)NS(=O)(=O)c1ccccc1F)NC1CCCCC1	18.8	23.4	-6.2	-3.1	2.2	4.9	-7.1	8.5	-1.3
CC(=O)Oc1ccc(/C=C2/C(=O)N(c3ccccc3)N=C2C)cc1	-12.7	1.4	-1.2	0.9	1.4	-7.7	-4.2	-0.2	1.1
CC(Sc1nnc(-c2ccccc2F)n1C1CC1)C(=O)N1CCCC1 (stereo not drawn)	16.7	-12.7	nt	0.3	0.5	-10.1	-6.0	-4.5	-0.4
O=[N+]([O-])CC1(n2nc3ccccc3n2)CCCCC1	-5.2	nt	nt	-0.6	0.1	-3.9	-6.4	-4.8	1.3
NC(=S)Nc1cccc2[nH]ncc12	16.7	-9.2	-20.0	1.3	0.9	-11.8	-7.2	-6.8	0.9

4 entries already listed, sorted by their value in GPR7 antagonist, smallest number first:
structure,GPR7 antagonist
O=C(CN1C(=O)COc2ccccc21)Nc1ccc2c(c1)OCCO2,-7.1
O=C(COC(=O)[C@H](Cc1ccccc1)NS(=O)(=O)c1ccccc1F)NC1CCCCC1,-6.2
CC(=O)Oc1ccc(/C=C2/C(=O)N(c3ccccc3)N=C2C)cc1,-1.2
C#CCNC(=O)c1cccn1-c1ncc(C(F)(F)F)cc1Cl,3.2

Further results:
SMILES	M1 PAM parental	TAAR1 antag	GPR7 antagonist	OXTR agonist	CHO-K1 Ca ag	CHO-K1 Ca antag	CHO parental Ca	OXTR potentiator	V1R ag counter
O=C(CO/N=C/c1ccc(OC(F)F)cc1)NCc1ccco1	7.7	8.4	1.9	-1.7	0.7	-1.0	-7.6	-5.0	-0.1
CCOC(=O)c1ccc(NC(=O)c2n[nH]c(=O)c3ccccc23)cc1	12.1	1.2	-3.0	-0.3	-0.1	7.4	0.2	-2.6	0.3
CCCCNC(=O)c1onc(CSc2ccc(OC)cc2)c1C(=O)O	20.6	-6.0	18.4	-0.1	0.3	-11.5	0.0	-1.6	0.7
Cn1cc(C(=O)c2cccc(Cl)c2)cc1C#N	-5.0	9.2	7.1	-1.7	0.1	3.1	0.4	-0.9	-0.4
COc1ccccc1C1c2ccc3ccccc3c2Oc2ncn(CCCO)c(=N)c21 (stereo not drawn)	-0.9	nt	8.8	-0.6	1.4	3.4	-22.8	-6.2	0.6
O=C(NCCCN1CCCC1=O)c1ccc(NS(=O)(=O)c2ccccc2)cc1	-15.2	-42.7	nt	0.5	1.3	-7.5	-14.8	2.4	1.3
CN(C)CCn1c2c(c(SCC(=O)Nc3cccc(C(F)(F)F)c3)nc1=O)CCCC2	-5.7	-18.9	nt	2.7	1.4	11.2	-16.2	-12.2	1.6
COc1ccc(C)cc1NC(=O)c1nn(C)cc1Br	4.0	7.0	-4.1	-2.0	4.7	-11.7	-12.0	-5.7	-2.2
COCCN(C(=O)CNC(=O)c1cccs1)C(C(=O)NC1CCCCC1)c1ccco1 (stereo not drawn)	14.0	-20.9	8.7	-0.1	11.0	4.6	-6.2	-3.8	-0.9
CC(=O)c1ccc(N2C(=O)[C@@H]3[C@H](C2=O)[C@H]2c4ccccc4C=NN2[C@@H]3C(C)=O)cc1	-11.0	-44.4	-3.8	1.2	1.2	3.4	-26.1	3.5	1.8
CCN(CC)C(=O)Oc1ccc2cc(Br)ccc2c1	20.8	-18.8	-9.9	-3.1	1.6	-10.0	-9.1	-6.2	0.4
O=C(N/N=C/c1ccc2c(c1)OCO2)c1cc(-c2ccc(F)cc2)nc2ccccc12	36.3	4.9	-5.1	0.3	0.6	-12.8	-44.4	-0.9	1.0
NC(=O)NC(CC(=O)NCCc1ccc(S(N)(=O)=O)cc1)c1ccccc1Cl (stereo not drawn)	-3.7	-39.6	-18.2	0.4	0.3	-11.4	-8.0	-1.6	0.0
Cc1cc2occ(CC(=O)NC3(C)CCS(=O)(=O)C3)c2cc1C (stereo not drawn)	6.4	-17.7	-8.1	1.0	0.8	-4.0	-7.6	5.7	0.2
COc1ccc(OC)c(Nc2cc3ccccc3c(=O)[nH]2)c1	11.3	19.1	nt	-1.0	0.7	-11.5	-10.9	0.0	1.7
CN(C)N=Nc1nc2c(c(=O)n(C)c(=O)n2C)n1CC1CO1 (stereo not drawn)	14.3	-4.6	-0.2	-1.5	0.7	-2.5	-7.2	-3.5	0.1
CN(C)c1nc(N)c([N+](=O)[O-])c(NCCO)n1	8.2	-11.9	-10.2	-1.5	0.2	-4.1	4.8	-2.6	1.1
CC1CN(c2c3c(nc4ncnn24)CCCC3)CC(C)O1 (stereo not drawn)	-5.4	9.3	-15.6	-0.1	-0.1	11.7	-5.7	-3.5	-0.5
Cc1noc(-c2ccc(C(F)(F)F)cc2)c1NC(=O)Nc1ccc(Cl)cc1	10.1	-13.1	0.0	11.1	5.0	7.0	26.5	-14.6	13.0
CCOC(=O)c1[nH]cnc1C(=O)Nc1ccc([N+](=O)[O-])cc1	14.9	-1.9	9.3	-0.5	-0.2	3.6	-11.5	-11.3	-0.4
CCCCc1ccc(NC(=S)N2CCN(c3ncccn3)CC2)cc1	12.9	-2.6	-2.3	-2.5	0.4	-8.8	-16.6	-5.8	0.1
O=C(NCC(=O)N1CCN(c2ncccn2)CC1)c1ccccc1OC(F)F	8.4	1.5	nt	0.6	0.6	-7.1	-9.4	-2.1	1.1
CCC(=O)N1CCc2cc(S(=O)(=O)NCCC(=O)Nc3ccccc3C)ccc21	14.3	3.4	-11.2	-0.4	0.3	-9.6	-15.3	-9.4	0.2
CCC(=O)Nc1nnc(S(=O)(=O)N(CC)c2cc(C)cc(C)c2)s1	20.3	-10.8	-10.9	nt	-0.7	-13.8	nt	nt	nt
O=C(Cc1ccccc1)Nc1ncnc2c1C(c1ccccc1)c1c(ccc3ccccc13)O2 (stereo not drawn)	15.0	28.4	nt	0.6	-0.1	-15.1	-35.9	-7.8	2.0
CCOC(=O)N1CCN(C(=O)C(=O)NN)CC1	6.6	-16.7	-9.0	-0.4	-0.1	-8.1	-6.3	-14.1	0.8
O=S(=O)(c1ccc(Cl)cc1)N1CN(CC2CCCO2)c2nc3ccccc3nc21 (stereo not drawn)	-1.4	3.2	-2.7	-2.1	0.1	-14.1	-36.5	-1.9	-0.6
Nn1c(Cc2cccc3ccccc23)nnc1SCC(=O)NCC1CCCO1 (stereo not drawn)	3.8	10.4	nt	-0.8	0.3	-8.6	-11.1	-11.2	-0.9
